Assay outcomes from PubChem BioAssay.
ALDH1A1 block: inhibitors of human aldehyde dehydrogenase 1A1; Potency, µM (titrated, usually from 75.3 µM), for inactives: at the top dose activity, negative = inhibition, usual class: inhibitors; P00352; actives 7.3% (n = 220,000); Purified ALDH1A1, NADH fluorescence, propionaldehyde substrate; active = well fitted inhibition curve with a large enough effect, not every such curve was filed as active; inconclusive = small, poorly fitted or top-dose-only effect, or another doubt; inactive = no such curve, though single readings can be large or run the other way;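 also: plate controls were no enzyme wells and a reference inhibitor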
SMN2 splice enh: enhancers of SMN2 splice variant expression | HEK293 SMN2-luciferase splicing reporter, luminescence, 30-36 h | Potency, µM (doses to about 46.1 µM), without a hit: at the top dose activity change, positive = activation, usual class: activators | actives 2.8% (n = 210,000) | AID 1458; also: % of control where 0% means no effect; nearly all actives have a fitted effect of over 55% in size
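qHTS luciferase splicing reporter: luminescence rises when SMN2 exon 7 is included in transfected HEK293 cells. Compound exposure lasted 30-36 h at 37C, with 4.5 mM final sodium butyrate as control, followed by a ONE-Glo read.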
TRb SRC2 PPI: disrupts binding of human TR beta to SRC2 | P10828 | TRbeta-SRC2 peptide binding, fluorescence polarization; receptor liganded with 1 µM T3 | Potency, µM (titrated, usually from 106 µM), for the others: at the top dose activity change, negative = inhibition, actives largely listed as inhibitors | actives 0.065% (n = 280,000);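 also: plate controls were bound peptide for no effect and peptide without receptor for full effect; nearly all actives have a fitted effect of over 50% in size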
Target sequence (P10828 whole entry, looked up): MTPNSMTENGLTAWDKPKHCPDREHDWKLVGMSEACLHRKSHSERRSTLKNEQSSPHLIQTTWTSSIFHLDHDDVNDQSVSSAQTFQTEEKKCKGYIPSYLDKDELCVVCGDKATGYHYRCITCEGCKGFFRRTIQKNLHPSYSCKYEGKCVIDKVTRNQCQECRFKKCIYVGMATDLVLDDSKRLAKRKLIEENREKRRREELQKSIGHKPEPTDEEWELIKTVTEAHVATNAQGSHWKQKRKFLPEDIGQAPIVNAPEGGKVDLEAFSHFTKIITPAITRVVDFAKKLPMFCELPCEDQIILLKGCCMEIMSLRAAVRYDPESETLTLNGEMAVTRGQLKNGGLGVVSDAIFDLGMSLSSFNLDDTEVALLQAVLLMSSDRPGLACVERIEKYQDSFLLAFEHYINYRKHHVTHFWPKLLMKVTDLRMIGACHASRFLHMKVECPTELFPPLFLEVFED
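Binding of a 20-amino-acid Texas Red SRC2 peptide (20 nM) to TRb ligand-binding domain (0.6 uM) with agonist T3 at 1 uM was followed by fluorescence polarization after a 5 hr room-temperature incubation.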
Lamin A splicing: changes lamin A minigene splicing in HeLa cells | HeLa LMNA splicing GFP/RFP minigene ratio, 48 h | Potency, µM (top dose mostly 46.1 µM), without a hit: at the highest dose ratio change, negative = inhibition, usual class: inhibitors | actives 0.01% (n = 200,000); active = well fitted inhibition curve with a large enough effect in the signal ratio, with a control signal flat, not every such curve was filed as active; inconclusive = small, poorly fitted or top-dose-only effect, or effect the other way, or a change in a side signal; the % refers to the signal ratio; also: % is scaled to controls: 0 for no effect and ±100 for the full control effect
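Read-out is the ratio of GFP to DsRed2 object intensity, acquired by 488 nm laser-scanning cytometry on HeLa lamin A-EGFP minigene reporter cells. Compound incubation 48 hrs at 37 °C in Opti-MEM with 2% FBS; DMSO 0.5% final.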
RECQ1 inh: blocks DNA unwinding by human RECQ1 | RECQ1 DNA unwinding, red fluorescence kinetic read | actives 0.54% (n = 240,000) | Potency, µM (titrated, usually from 57.3 µM), inactives show at the highest dose activity, negative = inhibition, actives largely listed as inhibitors | AID 2549;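 also: plate controls were vehicle for no effect and no enzyme for full effect; nearly all actives have a fitted effect of over 30% in size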
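RECQ1T1 50 nM; forked duplex (20 bp + 30-nt ss tails) 200 nM, ATP 2 mM final; pH 8.0, 2 mM MgCl2, 2.5 ug/ml poly(dI-dC); 15 min compound preincubation; discontinuous kinetic read over 2 h at RT.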
KDM4E inh: blocks human JMJD2E demethylase activity; B2RXH2; JMJD2E catalytic domain, FDH-coupled NADH fluorescence (FDH is formaldehyde dehydrogenase); Potency, µM (series often up to 57.1 µM), for inactives: top-dose activity change, negative = inhibition, usual class: inhibitors; actives 1.6% (n = 230,000); active = well fitted inhibition curve with a large enough effect, not every such curve was filed as active; inconclusive = small, poorly fitted or top-dose-only effect, or another doubt; inactive = no such curve, though single readings can be large or run the other way;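 also: 0% = wells with enzyme and -100% = buffer wells without enzyme; nearly all actives have a fitted effect of over 50% in size; many of its hits are not listed in these tables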
Target sequence (B2RXH2 1-337 limits assumed): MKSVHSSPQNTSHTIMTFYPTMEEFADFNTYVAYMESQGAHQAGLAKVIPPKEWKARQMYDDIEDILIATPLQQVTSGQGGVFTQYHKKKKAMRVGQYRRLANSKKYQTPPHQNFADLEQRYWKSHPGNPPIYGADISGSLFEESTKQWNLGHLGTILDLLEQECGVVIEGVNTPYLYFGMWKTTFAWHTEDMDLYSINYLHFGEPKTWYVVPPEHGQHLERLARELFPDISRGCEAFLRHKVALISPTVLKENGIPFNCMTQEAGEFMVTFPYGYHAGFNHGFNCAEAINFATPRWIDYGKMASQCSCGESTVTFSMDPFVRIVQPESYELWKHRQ
GoLoco inh red: RGS12 GoLoco-Gai1 interaction inhibition; Potency, µM (series often up to 61.6 µM), without a hit: top-dose activity, negative = inhibition, usual class: inhibitors; Gai1:RGS12 GoLoco peptide FP, rhodamine, 10 min; P63096; actives 0.44% (n = 230,000); active = well fitted inhibition curve with a large enough effect, not every such curve was filed as active; inactive = no such curve, though single readings can be large or run the other way; also: % is scaled to controls: 0 for no effect and ±100 for the full control effect; nearly all actives have a fitted effect of over 30% in size; many of its hits are not listed in these tables
TR SRC2 fluor cs: Texas Red fluorescence interference in TRb-SRC2 counter-screen. TRb/SRC2 Texas Red total fluorescence interference. Potency, µM (highest dose often 106 µM), for the others: at the highest dose fluorescence change, negative = quenching. actives 0.29% (n = 280,000). AID 1479; active = well fitted curve in either direction with a large enough effect; inconclusive = small, poorly fitted or top-dose-only effect; also: % is scaled to controls: 0 for no effect and ±100 for the full control effect
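Human TRb ligand-binding domain at 0.6 uM with 20 nM Texas Red SRC2 peptide in Tris buffer containing 1 uM T3 and 5% DMSO, incubated with compound 5 h at ambient temperature. Total fluorescence (555/632 nm) calculated as parallel + 2 × perpendicular.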
An asterisk follows results filed as active; i = inactive; ? = inconclusive; nt = no result given; & = joins results of further samples; [ ] = another dose, or the depositor's remark. Unless noted, calls follow the shape of the dose curve; as a rule, active = well fitted curve in the direction sought with a large enough effect; inconclusive = small, poorly fitted or top-dose-only effect, or another doubt; inactive = no such curve, though single readings can be large; an effect the other way counts as inactive or inconclusive. Potency is read from the fitted curve at half-maximal effect.

Below each SMILES – RECQ1 inh	TRb SRC2 PPI	TR SRC2 fluor cs	GoLoco inh red	KDM4E inh	ALDH1A1 block	SMN2 splice enh	Lamin A splicing
> COc1ccc(/C=N/NC(=O)c2ccc(Cl)c(S(N)(=O)=O)c2)cc1OCC(N)=O
→ -28%	-3%	-5%	29%	?	?	nt	7%[46 µM]
> Cc1cccc(NC(=S)N2CCCN(c3ncccc3[N+](=O)[O-])CC2)c1
→ -8%	4%	1%	-5%	-4%	14µM*	nt	?
> CCOCCc1nnc(NC(=O)Cc2ccccc2)s1
→ 0%	-14%	-2%	3%	0%	3%	12%	7%
> CC(C)NS(=O)(=O)c1ccc(NC(=O)CCc2ccccc2)cc1
→ -7%	2%	-1%	-11%	-1%	12%	nt	-5%
> NNC(=O)c1nnn(-c2nonc2N)c1CN1CCc2ccccc2C1
→ 6%	3%	-2%	23%	26%	4µM*	-5%	-14%[46 µM]
> Cc1ccc(OCC(=O)Nc2ccc(-c3nnc(-c4ccco4)o3)cc2)cc1
→ 0%	-5%	-5%	-6%	?	-14%	?	-22%
> Fc1ccc(-c2nnc3ccc(N4CCc5ccccc5C4)nn23)cc1
→ -13%	0%	-6%	16%	?	?	-36%[inhibitor]	-17%
> CC(=O)Cc1nsc(NC(=O)C2Cc3ccccc3C(=O)O2)n1 (stereo not given)
→ -6%	14%	-2%	-4%	0%	?	10%	5%
> C[C@@H](Oc1ccc(Oc2cnc3ccc(Cl)cc3n2)cc1)C(=O)O
→ -1%	-5%	-6%	6%	-1%	?	-39%[inhibitor]	?
> Cc1ccc(C2(c3noc(CN(C)Cc4cccnc4)n3)CCCC2)cc1
→ -3%	5%	1%	8%	-1%	?	nt	5%[46 µM]
> CC(=O)OC1CC2C(C)(C)C(O)CC(O)[C@@]2(C)C2CC[C@@]3(C)C(=CC(=O)OC3c3ccoc3)[C@]12C (stereo not given in full)
→ -8%	1%	-2%	-4%	3%	?	-15%	nt
> COC(CNC(=O)CNC(=S)N(CCCN1CCOCC1)Cc1cccs1)OC
→ i	-4%	0%	9%	5%	-6%	8%	-9%[46 µM]
> O=S(=O)(N/N=C/c1ccc(N2CCOCC2)cc1)c1ccccc1
→ -1%	7%	1%	51%[activator]	3%	10µM*	-6%	nt
> COc1ccccc1C(=O)NC(=S)N1CCCc2ccccc21
→ 0%	4%	-2%	-9%	-7%	3.2µM*	-87%[inhibitor]	-8%
> O=C(COc1ccccc1-c1ccccc1)N/N=C/c1ccccn1
→ -8%	-9%	-3%	10%	-3%	-4%	nt	-10%[46 µM]
> COc1ccc(N2CCN(C(=O)C3CC(O)CN3S(=O)(=O)c3ccc([N+](=O)[O-])cc3)CC2)cc1 (stereo not given)
→ -3%	7%	-2%	2%	16%	11%	-16%	1%
> CC(C)(C)c1ccc(C(=O)NNC(=S)NCC2CCCO2)cc1 (stereo not given)
→ 0%	-1%	-2%	2%	8%	-11%	-28%	?
> COc1ccc(/C(O)=C2/C(=O)C(=O)N(c3ncccn3)C2c2ccc(C(C)(C)C)cc2)cc1 (stereo not given)
→ i	-6%	-7%	7%	5%	?	-23%	nt
> Cc1ccc(-n2c(Cc3cccn3C)nnc2SCC(=O)NC2CCCCC2)cc1
→ -5%	-6%	-4%	2%	-3%	-1%	4%	5%
> Cc1ccc(-n2nc3c(=O)n(CC(=O)c4ccc(F)cc4)nc(C)c3c2C)cc1
→ i	-7%	-3%	7%	4%	-2%	-80%[inhibitor]	2%
> COc1ccc(-n2c(=O)c3ccccc3n(Cc3ccc(F)cc3)c2=O)cc1OC
→ i	-5%	-5%	1%	8%	15%	28%	-2%
> Clc1ccc(-c2nnc(CSc3nnc(-c4cccs4)n3Cc3ccccc3)o2)cc1
→ -6%	-3%	-1%	4%	4%	-3%	-80%[inhibitor]	?
> COC(=O)COc1cccc2c(=O)n(CC(=O)N3CCCc4ccccc43)ccc12
→ i	-9%	0%	5%	?	2%	13%	-14%
> O=C(O)C1C2C=CC(C2)C1C(=O)NCc1ccoc1 (stereo not given)
→ 5%	-18%	-2%	4%	-11%	-4%	-13%	-11%
> COc1ccc(NC(=O)c2nc[nH]c2C(=O)N[C@H](C)c2ccccc2)cc1
→ 6%	6%	-2%	5%	0%	nt	nt	nt
> Cn1c(=O)c(-c2ccccc2)nc2ccccc21
→ i	-7%	-1%	-14%	?	?	13%	-3%
> COC(=O)/C=C\C(=O)Nc1cccc([N+](=O)[O-])c1
→ -11%	-10%	-66%	0.89µM*	-5%	0.18µM*	-12%	?
> O=C(C1CC(=O)N(C2CCCC2)C1)N1CCC(Cc2ccccc2)CC1 (stereo not given)
→ 3%	-1%	0%	5%	8%	?	-39%[inhibitor]	9%
> C=CCNC(=O)C1CC=CCC1C(=O)O (stereo not given)
→ i	6%	1%	-2%	-2%	0%	-13%	8%
> Clc1ccc(-c2cn3c(n2)SCC3)cc1
→ -8%	2%	0%	-2%	-1%	3%	11µM*	nt
> Oc1c(C=C2N=c3ccccc3=N2)sc(=S)n1-c1ccc(F)cc1
→ -13%&0%	-7%&4%	?	4%&4%	6%&2%	-3%&3%	-35%&-46%[inhibitor]	?
> O=c1cc(CO)occ1OCc1ccccc1
→ i	-19%	1%	1%	-2%	5%	11%	1%
> CC(C)Oc1ccc(CCC(=O)NNC(=S)NCc2ccccc2)cc1
→ -4%	-7%	-1%	8%	11%	nt	nt	nt
> O=C1CC(c2ccc(F)cc2)SC(N(c2ccccc2)c2ccccc2)=N1 (stereo not given)
→ -13%	1%[53 µM]	-2%[53 µM]	-6%	1%	6%	2%	?
> COc1c2occc2c(OC)c2c(=O)cc(C(F)(F)F)oc12
→ -9%	-19%	0%	3%	-25%	4%	-5%	8%
> O=C1CSC(c2ccc(F)cc2)N1c1nnc(C23CC4CC(CC(C4)C2)C3)s1 (stereo not given)
→ -10%	-5%	-4%	-4%	4%	1%	-6%	5%
> CC(C)C(=O)N1CCN(c2ccc(NC(=O)c3ccc([N+](=O)[O-])o3)cc2)CC1
→ 11%	9%	-1%	16%	?	?	nt	nt
> COc1ccc(CCN2C(=O)c3cccc4cccc(c34)C2=O)cc1OC
→ -19%	3%	-3%	6%	-3%	10%	-12%	-2%
> CCOC(=O)/C(C#N)=C/c1cn(CCOc2ccccc2)c2ccccc12
→ -10%	3%	7%	7%	1%	-9%	-7%	-7%
> COc1cc(NC(=O)c2ccc(Br)o2)ccc1NC(=O)C(C)C
→ -9%	0%	-7%	-1%	8%	?	-25%	0%
> CCN(CCn1cccn1)C(=O)CC1C(=O)NCCN1Cc1cccc(OC)c1OC (stereo not given)
→ i	-5%	-7%	-4%	1%	0%	nt	nt
> Cc1ccccc1-c1nc(SCc2cccnc2)c2c(=O)n(C)c(=O)n(C)c2n1
→ -1%	7%	-1%	-3%	6%	?	11%	nt
> Cc1ccc(-n2c(SCC(=O)Nc3cc(C)on3)nc3ccccc3c2=O)cc1
→ -13%	3%	-3%	4%	9%	5%	-13%	1%
> COc1ccc(Cn2nnc3c(=O)[nH]c(C(=O)NCCc4ccc(F)cc4)nc32)cc1OC
→ -2%	-9%	0%	10%	1%	-6%	-13%	-12%
> CC(C)OC(=O)c1ccccc1C(=O)c1ccc(N)c([N+](=O)[O-])c1
→ i	-2%	0%	-9%	5%	-10%	-8%	14%[46 µM]
> Cc1cc(-c2ccccc2)nc(Oc2ccc(C(C)(C)C)cc2)c1S(C)(=O)=O
→ -2%	8%	1%	-4%	-28%	-12%	-21%	?
> COc1ccc(N2CCN(CCNC(=O)Nc3ccc(Cl)cc3)CC2)cc1
→ i	-3%	-6%	-2%	2%	8%	-30%[inhibitor]	?
> COc1ccc(N2CCN(CCCn3c(=S)[nH]c4ncccc4c3=O)CC2)cc1
→ -6%	-6%	-5%	-10%	-5%	?	?	8%
> CCC(C)NC(=O)N[C@@H](CCSC)C(=O)OC (stereo not given in full)
→ -7%	-10%	1%	-2%	2%	-6%	23%	-2%
> O=C(O)CCc1ncc(C(F)(F)F)cc1Cl
→ i	2%	1%	2%	-4%	8%	-17%	5%
> O=C(NC1CCCC1)C1CCCN1C(=O)Nc1ccc(Cl)cc1 (stereo not given)
→ i	7%	-2%	1%	4%	8%	-20%	-3%
> CCC(C)NC(=O)Nc1ccc(Br)cc1 (stereo not given)
→ 0%	1%	0%	-3%	1%	5%	-12%	nt
> CC(=O)N(C(C)=O)c1c(C#N)c(C)n(-c2ccccc2)c1C(=O)c1ccccc1
→ 0%	4%	1%	12%	0%	-5%	-29%	-5%
> Cc1cc(N2C(=O)C3C4CCC(C4)C3C2=O)no1 (stereo not given)
→ -6%	-3%	0%	-2%	2%	1%	nt	7%[46 µM]
> Cc1cccc(C)c1NC(=O)CSc1nnc(-c2ccccc2)n1Cc1ccc2c(c1)OCO2
→ i	-9%	-3%	-8%	-5%	?	6%	4%
> CCOC(=O)CCC(NC(=O)c1ccc(NCN2C(=O)c3ccccc3C2=O)cc1)C(=O)OCC (stereo not given)
→ -5%	-7%	-2%	-8%	7%	7%	-6%	-7%
> COc1ccc(CCN2CN(S(=O)(=O)c3ccccc3)c3nc4ccccc4nc32)cc1OC
→ 0%	-7%	-3%	11%	-11%	-1%	-14%	-1%
> COc1ccc(NC(=O)CC2C(=O)N(c3ccc(OC)cc3)C(=O)N2CCc2cccs2)cc1 (stereo not given)
→ -2%	-6%	-4%	-3%	-2%	?	14%	3%
> Cc1oc(C(=O)O)cc1COc1ccccc1Cl
→ i	2%	-4%	6%	0%	-2%	-8%	0%
> N#Cc1c(Sc2ncc(C(F)(F)F)cc2Cl)nsc1C/C=N\OCc1c(F)cccc1Cl
→ -5%	9%	0%	127%[activator]	-6%	?	-25%	-3%
> CCCCCOC(=O)C1[C@H]2C(=O)N(Cc3cccs3)C[C@]23C=C[C@H]1O3 (stereo not given in full)
→ -4%	6%	1%	0%	-4%	30%[activator]	7%	-5%

Only part of the results is shown, so the mix of outcomes need not match the whole.
